BLM inh: inhibitors of human Bloom syndrome helicase BLM; 350,000 compounds, 0.2% hits; P54132; recombinant BLM DNA unwinding, fluorescence dequenching; Potency, µM (doses to about 56.1 µM), for inactives: at the highest dose activity change, negative = inhibition, actives largely listed as inhibitors;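 further: potency means the concentration at half of the fitted maximal effect; plate controls were vehicle for no effect and no enzyme for full effect; nearly all actives have a fitted effect of over 35% in size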
APE1 inh: inhibitors of human APE1 endonuclease. P27695. recombinant APE1, TAMRA/BHQ-2 abasic DNA cleavage fluorescence. Potency, µM (highest dose often 65.8 µM), without a hit: at the top dose activity change, negative = inhibition, most hits filed as inhibitors. 350,000 compounds, 0.35% hits. AID 2517;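 further: potency means the concentration at half of the fitted maximal effect; plate controls were vehicle for no effect and reference inhibitor for full effect; nearly all actives have a fitted effect of over 55% in size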
Target sequence (P27695 whole entry, looked up): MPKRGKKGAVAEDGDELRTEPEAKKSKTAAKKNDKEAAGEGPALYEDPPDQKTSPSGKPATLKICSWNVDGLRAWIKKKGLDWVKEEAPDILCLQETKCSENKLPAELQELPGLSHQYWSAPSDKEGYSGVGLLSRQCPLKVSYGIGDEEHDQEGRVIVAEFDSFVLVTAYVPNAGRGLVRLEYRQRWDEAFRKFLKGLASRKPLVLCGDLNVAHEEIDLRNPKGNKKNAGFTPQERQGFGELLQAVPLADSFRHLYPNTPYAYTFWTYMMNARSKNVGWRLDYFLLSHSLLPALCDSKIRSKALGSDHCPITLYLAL
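APE1 at 0.75 nM preincubated 15 min at room temperature with compound. Reaction then started with 50 nM double-stranded THF-abasic substrate labelled with TAMRA/BHQ-2, and 525/598 nm fluorescence read kinetically. Activity taken as third-minus-first read difference, normalized to DMSO and NSC13755 controls.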
Pol eta inh: blocks human DNA polymerase eta activity. Potency, µM (top dose mostly 114 µM), for the others: at the highest dose activity change, negative = inhibition, most hits filed as inhibitors. recombinant Pol eta, fluorescent DNA replication assay. 390,000 compounds, 1.2% hits. Q9Y253; further: potency means the concentration at half of the fitted maximal effect; on the % scale 0 is the no-effect control and ±100 the full control effect
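Pol eta at 10 nM preincubated with compounds 15 min at room temperature; reaction started with fluorescent substrate (50 nM final) and read kinetically at 0 and 10 min.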
Anesthetic bind: candidate novel general anesthetic via apoferritin binding | P02791 | apoferritin/1-aminoanthracene competitive binding, fluorescence | Potency, µM (highest dose often 77.5 µM), for inactives: top-dose activity change, negative = displacement, usual class: inhibitors | 350,000 compounds, 0.074% hits; further: potency means the concentration at half of the fitted maximal effect; on the % scale 0 is the no-effect control and ±100 the full control effect; nearly all actives have a fitted effect of over 20% in size
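In PBS, apoferritin at 10 uM is loaded with 1-AMA from a 50% saturated solution. After 10 min of compound exposure at ambient temperature, reduced 535 nm fluorescence indicates probe displacement.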
Pol iota inh: inhibitors of human DNA polymerase iota | Pol iota fluorescent replication assay, 10 min | Potency, µM (series often up to 115 µM), without a hit: at the highest dose activity, negative = inhibition, most hits filed as inhibitors | 390,000 compounds, 1% hits | AID 588590; further: potency means the concentration at half of the fitted maximal effect
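Pol iota at 10 nM preincubated 15 min with compounds at room temperature; reaction started with fluorescent substrate, 50 nM final. Fluorescence read kinetically at 0 and 10 min; buffer-only wells as negative control.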
RXFP1 antag: RXFP1 (human) relaxin receptor antagonism | HEK293-RXFP1, relaxin-stimulated cAMP HTRF, 30 min; stronger effect = lower value | 350,000 compounds, 0.59% hits | activity change, negative = inhibition, % at 57.5 µM;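 active means activity change of -60% or lower, but not beyond a set lower limit; inconclusive means change between -60% and -40%, or beyond the set limit; inactive means change above -40%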; further: on the % scale 0 is the no-effect control and ±100 the full control effect
Target sequence (Q9HBX9 whole entry, looked up): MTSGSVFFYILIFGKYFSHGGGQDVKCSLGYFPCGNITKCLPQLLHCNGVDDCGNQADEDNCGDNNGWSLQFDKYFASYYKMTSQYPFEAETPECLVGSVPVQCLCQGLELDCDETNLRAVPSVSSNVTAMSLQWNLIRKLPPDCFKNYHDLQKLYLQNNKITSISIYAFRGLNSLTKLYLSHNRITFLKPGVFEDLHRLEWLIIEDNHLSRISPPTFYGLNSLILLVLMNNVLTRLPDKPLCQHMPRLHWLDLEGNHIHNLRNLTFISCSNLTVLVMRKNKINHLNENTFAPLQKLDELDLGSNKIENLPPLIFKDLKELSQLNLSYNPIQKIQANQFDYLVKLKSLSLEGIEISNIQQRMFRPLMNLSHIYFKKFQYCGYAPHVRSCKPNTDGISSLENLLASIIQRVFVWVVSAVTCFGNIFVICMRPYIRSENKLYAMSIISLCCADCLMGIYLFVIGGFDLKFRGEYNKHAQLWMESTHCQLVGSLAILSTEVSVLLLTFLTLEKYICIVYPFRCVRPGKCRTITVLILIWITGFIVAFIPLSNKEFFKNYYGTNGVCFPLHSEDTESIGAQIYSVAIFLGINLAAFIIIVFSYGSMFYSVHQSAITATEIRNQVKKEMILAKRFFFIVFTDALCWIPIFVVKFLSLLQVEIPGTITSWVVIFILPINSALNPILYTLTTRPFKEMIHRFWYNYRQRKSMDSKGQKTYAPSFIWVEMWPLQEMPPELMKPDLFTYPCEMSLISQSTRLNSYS
Tb PGK inh: blocks T. brucei phosphoglycerate kinase; P07378; PGK/GAPDH coupled, Kinase-Glo luminescence, 60 min; AID 602233; 380,000 compounds, 0.043% hits; Potency, µM (titrated, usually from 57.5 µM), for the others: top-dose activity change, negative = inhibition, actives largely listed as inhibitors; further: potency means the concentration at half of the fitted maximal effect; on the % scale 0 is the no-effect control and ±100 the full control effect; nearly all actives have a fitted effect of over 60% in size
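Luminescent ATP detection (Kinase-Glo Plus) follows a 60-minute room-temperature incubation, with wells lacking PGK as controls. Buffer: 100 mM TEA (pH 7.6), 5 mM MgCl2, 0.01% Tween-20. Coupling enzyme GAPDH (100 nM final) supplies unstable 1,3-BPG in-well.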
Pol kappa inh: DNA polymerase kappa (human) inhibition; 400,000 compounds, 0.53% hits; purified Pol kappa, fluorescent DNA synthesis assay, 10 min; Potency, µM (top dose mostly 107 µM), without a hit: at the top dose activity, negative = inhibition, most hits filed as inhibitors; further: potency means the concentration at half of the fitted maximal effect; on the % scale 0 is the no-effect control and ±100 the full control effect
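10 nM Pol kappa was preincubated with compounds for 15 min at room temperature. Reaction started with 50 nM (final) substrate. Fluorescence read kinetically at 0 and 10 min.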
POLB inh: inhibitors of human DNA polymerase beta; Pol beta primer extension/strand displacement, fluorescence kinetic; Potency, µM (series often up to 114 µM), without a hit: top-dose activity change, negative = inhibition, actives largely listed as inhibitors; 340,000 compounds, 1.3% hits; further: potency means the concentration at half of the fitted maximal effect; on the % scale 0 is the no-effect control and ±100 the full control effect
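Preincubation: enzyme (10 nM) with compound, 15 min, RT. Reaction: substrate added to 50 nM final. Reads: 0 and 10 min. Analysis: normalized, Hill fit.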
The depositor's hits bear a star; i = inactive; ? = inconclusive; . = no result given; & = joins results of further samples; [ ] = remark or other dose. Unless noted, the call rests on the fitted dose curve; in most records, active means well fitted curve in the direction sought with a large enough effect; inconclusive means small, poorly fitted or top-dose-only effect, or another doubt; inactive means no such curve, though single readings can be large; an effect the other way counts as inactive or inconclusive.

Compound	RXFP1 antag	POLB inh	Pol kappa inh	APE1 inh	Pol iota inh	Pol eta inh	Anesthetic bind	Tb PGK inh	BLM inh
O=C(N/N=C/c1ccccn1)c1ccc(Cl)c(Cl)c1	.	?	.	-2%	.	.	-14%	.	-2%
Cn1cc(CN2CCN(CCO)CC2)c(-c2ccc(Oc3ccccc3)cc2)n1	1	30%	6%	-3%	178%[activator]	-10%	-9%	-2%	0%
COc1ccc(C(=O)NCc2cn3cccc(C)c3n2)cc1OC	-8	16%	8%	9%	22%	-7%	-5%	-11%	-1%
Cc1cccc(C(C(=O)NC2CCCC2)N(C(=O)c2csnn2)C2CCCC2)c1 (stereo not given)	-13	10%	-5%	12%	-11%	-20%	-11%	-2%	1%
CCC(C)NS(=O)(=O)c1ccc(OCC(=O)NCc2ccc3c(c2)OCO3)cc1 (stereo not given)	2	-1%	-20%	2%	.	-8%	-14%	-5%	-5%
O=C(c1ccc2nc(N3CCCCC3)sc2c1)N1CCN(Cc2ccc3c(c2)OCO3)CC1	.	-1%	-7%	-4%	13%	-24%	-12%	i	-7%
CN(C)C=NC(=O)c1cc2c(n(-c3ccccc3)c1=O)CC(C)(C)CC2=O	.	29%	-11%	.	0%	-4%	-4%	5%	3%
Cc1oc(-c2cc(F)ccc2F)nc1CN1CCN(c2cnccn2)CC1	0	-1%	9%	12%	40%[activator]	-2%	-12%	i	0%
CCOC(=O)c1ccc(N2C(=O)c3[nH]nc(-c4ccccc4)c3C2c2ccc(CC)cc2)cc1 (stereo not given)	.	?	-16%	.	7%	?	-19%	-7%	-14%
CCCC(=O)Nc1c(-c2cccs2)c(=O)c2ccccc2n1CC	.	15%	.	-2%	.	.	-7%	.	1%
O=C(COC(=O)CC1CCCC1)Nc1ccc(Cl)cc1	-11	.	8%	-5%	40%[activator]	-10%	.	-8%	.
Fc1ccc(-n2ncc3c(Nc4ccc5c(c4)OCCO5)ncnc32)cc1	-31	-1%	-13%[60.1 µM]	.	14%	-16%	0%	-6%	-6%
COC(=O)c1sc2nc(N3CCCCC3)c3c(c2c1N)CCCC3	-5	?	-3%	0%	-2%	-18%	2%	i	-5%
Cc1ccc(-n2c(SCC(=O)NC3CCCCC3)nc3c(c2=O)SCC3)cc1	.	7%	2%	1%	36%	-21%	-1%	-1%	0%
CC(=O)c1nn(-c2ccccc2)cc1C(=O)c1ccc(C)cc1	-24	.	-1%	.	29%	-16%	.	-8%	.
Cc1cc([N+](=O)[O-])ccc1NC(=O)C[n+]1ccc(N(C)C)cc1	-1	13%	-5%	8%	51%[activator]	-13%	-5%	-8%	-5%
CC(=O)N1CCCc2ccc(NS(=O)(=O)c3ccc(F)cc3F)cc21	-12	34%	-4%[60.1 µM]	.	16%	11%	-12%	3%	0%
C=CCN(C(=O)Cn1c(C(=O)OC)cc2oc(C)cc21)c1ccccc1	2	16%	-4%	1%	-23%	-8%	-19%	-10%[11.5 µM]	-2%
O=C(NCC(c1ccc2c(c1)OCO2)N1CCOCC1)C(=O)Nc1ccccc1 (stereo not given)	-7	18%	-8%[60.1 µM]	.	18µM*	0%	-10%	-5%	2%
O=C(c1ccccc1)c1cc[n+]([O-])cc1	-4	5%	-2%	-8%	23%	-15%	13%	-4%	2%
CCCOc1ccc(NC(=O)CC2C(=O)N(CC)C(=S)N2CCNC(C)=O)cc1 (stereo not given)	-2	3%	-9%	2%	-15%	-10%	-10%	7%	0%
CCCCn1c(C)cc2c(c1=O)[C@H]1O[C@](CCCCN3C(=O)c4ccccc4C3=O)(Cc3ccccc31)O2	.	7%[22.9 µM]	.	-5%[12.4 µM]	.	.	-9%[15.3 µM]	.	-5%[12.4 µM]
O=C(O)CC(Cn1cnnn1)c1ccccc1 (stereo not given)	.	10%	-1%	-9%	6%	-3%	-1%	10%	3%
COc1ccccc1-c1nnc(SCC(=O)Nc2oc(C)c3c(C)n[nH]c(=O)c23)n1C	-6	.	-2%	49%	18%	-16%	.	-2%	.
Cn1nnnc1SCC(=O)N1CCN(C(=O)c2ccco2)CC1	8	-30%	-17%	-3%	-5%	-7%	0%	0%	-1%

(continued)
Compound	RXFP1 antag	POLB inh	Pol kappa inh	APE1 inh	Pol iota inh	Pol eta inh	Anesthetic bind	Tb PGK inh	BLM inh
Cc1ccc(-c2nc(CN(C)C(C3CC3)C3CC3)c(C)o2)cc1	-1	27%	0%	4%	112%[activator]	-20%	-20%	-1%	-1%
Cc1ccc(-n2ncc(C(=O)N3CCN(C(=O)c4ccco4)CC3)c2C2CCN(C(=O)OC(C)(C)C)CC2)cc1C	-4	6%	-17%	-18%	9%	1%	-5%	4%	-3%
COc1ccc(C2=C(C=Nc3c(C)n(C)n(-c4ccccc4)c3=O)C(c3ccccc3C)c3ccccc3O2)cc1OC (stereo not given)	-12	13%	5%	10%	19%	9%	-10%	12%	-7%
O=C(CNc1cccc2ccccc12)N/N=C/c1ccc(C(=O)O)cc1	3	2%	?	-6%	30%[activator]	?	6%	2%	-1%
COc1ccc(S(=O)(=O)NCCSCc2cccs2)cc1	-9	-23%	-8%	-2%	18%	5%	?	-3%	-3%
COc1cccc(CNC(=O)C(=O)NCC(c2ccc3c(c2)OCO3)N2CCOCC2)c1 (stereo not given)	-1	-20%	-2%[60.1 µM]	.	-7%	-18%	-10%	-3%	-4%
Cc1ccc(S(=O)(=O)n2nc(-c3ccc(Cl)cc3)nc2NCc2ccc(F)cc2)cc1	.	12%	7%	.	?	-17%	-9%	i	-10%
OCC[C@@H]1C[C@@H](O)[C@H](O)[C@@]2(CCCCO2)O1	.	.	-12%	.	16%	-6%	.	4%	.
CC(C)(O)C#Cc1ccc(C(=O)N2CCN(c3ccc(F)cc3)CC2)cc1	-13	15%	-17%	7%	29%	4%	-10%	-2%	-5%
COc1ccccc1-c1noc(-c2ccc(N3CCC(C)CC3)c([N+](=O)[O-])c2)n1	.	-6%	-7%	.	-7%	-21%	-21%	-7%	-11%
COC(=O)C1CN(C(=O)COc2ccc(Cl)c(C)c2)c2ccccc2O1 (stereo not given)	-10	36%	-8%	-23%	10%	-12%	-9%	1%	-7%
C=CCNC(=O)NC(=O)COC(=O)c1ccccc1Sc1ccc(C(F)(F)F)cc1[N+](=O)[O-]	-30	3%	-8%	-4%	26%	0%	-15%	i	0%
O=C(c1ccccc1)c1ccc(OCCCN2CCCC2)cc1	9	11%	-8%	3%	106%[activator]	1%	-11%	1%	-9%
CC(=O)c1ccc(OCC(=O)Nc2ccc(N3CCCCC3)cc2)cc1	8	.	-17%	3%	?	-13%	.	-2%	.
O=C(NNc1cccc(Cl)n1)c1ccccc1CC[N+](=O)[O-]	-8	40%	-8%	0%	105%[activator]	4%	-4%	0%	-1%
OC1CCCN(Cc2ccc3ccc4cccc5ccc2c3c45)C1 (stereo not given)	0	40µM*	-14%	?	?	-11%	-24%	.	188%[activator]
COc1ccc2nc(Nc3ccccc3OC)sc2c1	-24	-5%	-19%	?	3%	-4%	-23%	-8%	-9%
Nc1nc2ccccc2[nH]1	1	-1%	-4%	13%&3%	11%	-10%	-10%	-3%	2%
Cc1cccc(/C(N)=N/OC(=O)COc2ccc(Cl)c(C)c2)c1	3	0%	-4%	-2%	7%	-10%	10%	-3%	5%
Cc1ccn2c(CN(C)CCn3nc(C)cc3C)c(C(=O)N3CCCCCC3)nc2c1	7	-17%	-24%	4%	23%	-17%	-5%	-3%	2%
O=C(c1cc(-c2cccc(Cl)c2)on1)N1CCOCC1	0	26%	-13%	-2%	-5%	-5%	-3%	i	-1%
COc1cc(OC)cc(C(=O)N2CCC(C(=O)N3CCOCC3)CC2)c1	-3	13%	6%	19%	111%[activator]	-17%	-1%	3%	-6%
C=CCNC(=S)N/N=C(\C)c1ccc(-n2ccnc2)cc1	4	4%	-20%	11%	3%	1%	6%	6%	-1%
COC(=O)c1sc2ccccc2c1-n1cccc1C(=O)C(=O)Nc1ccc(Cl)cc1	-12	19%	-9%	-2%	-3%	-9%	?	-4%	-7%

Some of these compounds in order of length of the SMILES, low to high.
Compound	RXFP1 antag	POLB inh	Pol kappa inh	APE1 inh	Pol iota inh	Pol eta inh	Anesthetic bind	Tb PGK inh	BLM inh
O=C(c1cc(-c2cccc(Cl)c2)on1)N1CCOCC1	0	26%	-13%	-2%	-5%	-5%	-3%	i	-1%
C=CCNC(=S)N/N=C(\C)c1ccc(-n2ccnc2)cc1	4	4%	-20%	11%	3%	1%	6%	6%	-1%
O=C(CNc1cccc2ccccc12)N/N=C/c1ccc(C(=O)O)cc1	3	2%	?	-6%	30%[activator]	?	6%	2%	-1%
COc1cc(OC)cc(C(=O)N2CCC(C(=O)N3CCOCC3)CC2)c1	-3	13%	6%	19%	111%[activator]	-17%	-1%	3%	-6%
CC(C)(O)C#Cc1ccc(C(=O)N2CCN(c3ccc(F)cc3)CC2)cc1	-13	15%	-17%	7%	29%	4%	-10%	-2%	-5%
Cc1ccn2c(CN(C)CCn3nc(C)cc3C)c(C(=O)N3CCCCCC3)nc2c1	7	-17%	-24%	4%	23%	-17%	-5%	-3%	2%
Cc1ccc(S(=O)(=O)n2nc(-c3ccc(Cl)cc3)nc2NCc2ccc(F)cc2)cc1	.	12%	7%	.	?	-17%	-9%	i	-10%
C=CCNC(=O)NC(=O)COC(=O)c1ccccc1Sc1ccc(C(F)(F)F)cc1[N+](=O)[O-]	-30	3%	-8%	-4%	26%	0%	-15%	i	0%
Cc1ccc(-n2ncc(C(=O)N3CCN(C(=O)c4ccco4)CC3)c2C2CCN(C(=O)OC(C)(C)C)CC2)cc1C	-4	6%	-17%	-18%	9%	1%	-5%	4%	-3%

A portion of the library. The share of hits here may be higher or lower than overall.
